From PubChem
mut p53 react: mutant p53 pathway reactivation. SW480 PUMA-promoter luciferase. AID 624151. 28,000 compounds, 1.5% hits. activation, % at 9.98 µM; in the data active = activation above about 52%
STK33 inh: human STK33 kinase inhibition | ADP-Glo luminescence, MBP substrate | inhibition, % at 12.5 µM | 27,000 compounds, 0.44% hits | Q9BYT3 | AID 2322; in the data active = inhibition above about 20%
Target sequence (Q9BYT3 whole entry, looked up): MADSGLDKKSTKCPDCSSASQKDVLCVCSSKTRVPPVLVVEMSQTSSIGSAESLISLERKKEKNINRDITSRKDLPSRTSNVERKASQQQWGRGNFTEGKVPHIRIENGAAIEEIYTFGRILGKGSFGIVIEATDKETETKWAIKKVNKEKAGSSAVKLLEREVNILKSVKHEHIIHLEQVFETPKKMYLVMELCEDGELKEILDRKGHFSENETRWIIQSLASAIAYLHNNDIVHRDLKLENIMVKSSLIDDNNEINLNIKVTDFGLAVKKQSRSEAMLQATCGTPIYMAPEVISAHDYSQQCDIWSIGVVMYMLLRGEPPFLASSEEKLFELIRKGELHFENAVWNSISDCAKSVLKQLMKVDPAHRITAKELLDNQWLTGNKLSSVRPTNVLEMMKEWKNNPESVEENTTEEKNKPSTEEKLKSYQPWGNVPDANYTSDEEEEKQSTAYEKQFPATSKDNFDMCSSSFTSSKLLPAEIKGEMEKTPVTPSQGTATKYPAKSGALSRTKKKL
* marks the source's active call; other numbers are inactive results; . = no result given. This is a subset (hit frequency here may not be typical).

SMILES	mut p53 react	STK33 inh
C[C@@H]1CN([C@@H](C)CO)C(=O)CCCn2cc(nn2)CO[C@H]1CN(C)C(=O)Nc1ccccc1F	15	3
O=C(NS(=O)(=O)c1ccc(NC(=O)C2COc3ccccc3O2)cc1)c1ccccc1 (centres undefined)	-3	-4
CC(C)c1ccc(NC(=O)CSc2nnc(-c3ccccc3Cl)n2C)cc1	-14	3
Cc1ccccc1N1CCN(S(=O)(=O)CC23CCC(C[C@@H]2NC(=O)[C@@H](N)CCS(C)(=O)=O)C3(C)C)CC1 (some centres undefined)	1	.
C#CCOc1ccc(C(Nc2ccccn2)c2ccc3cccnc3c2O)cc1 (centres undefined)	-9	9
C[C@H]1CN([C@@H](C)CO)C(=O)c2cc(NC(=O)CCN3CCOCC3)ccc2O[C@H]1CN(C)C	1	-3
CC(C)NC(=O)N(C)C[C@@H]1OCCCC[C@@H](C)Oc2ccc(NC(=O)C3CCCCC3)cc2C(=O)N([C@@H](C)CO)C[C@@H]1C	7	.
CNC[C@@H]1Oc2ccc(NC(=O)Cc3ccccc3)cc2C(=O)N([C@@H](C)CO)C[C@@H]1C	.	0
COc1ccc(S(=O)(=O)Nc2ccc3c(c2)C(=O)N([C@H](C)CO)C[C@H](C)[C@H](CN(C)Cc2ccccc2)O3)cc1	.	0
C[C@@H]1CN([C@H](C)CO)C(=O)Cc2cc(NC(=O)Nc3ccc4c(c3)OCO4)ccc2O[C@H]1CN(C)Cc1ccc(Oc2ccccc2)cc1	.	6
COc1ccc(NC(=O)CSc2nnc3n4ncnc4c4c5c(sc4n23)COC(C)(C)C5)cc1	17	1
Fc1ccc(N(Cc2nc3ccccc3[nH]2)Cc2nc3ccccc3[nH]2)cc1	-1	1
Cc1noc(C)c1S(=O)(=O)N(C)C[C@@H]1Oc2ccc(N(C)C)cc2CC(=O)N([C@@H](C)CO)C[C@@H]1C	0	-4
C/C=C/c1cnc2c(c1)C(=O)N([C@@H](C)CO)C[C@@H](C)[C@@H](CN(C)C(=O)CN1CCOCC1)O2	9	.
CNC[C@H]1Oc2ccc(NC(=O)Cc3cn(C)c4ccccc34)cc2CC(=O)N([C@@H](C)CO)C[C@@H]1C	-2	-2
COc1cccc(OCC(=O)Nc2ccc(OC)c(NC(=O)c3ccco3)c2)c1	2	-1
COc1ccc(CN(C)C[C@@H]2Oc3ccc(NS(=O)(=O)c4ccc(OC)cc4)cc3CC(=O)N([C@@H](C)CO)C[C@@H]2C)cc1	-2	.
COc1ccc(C(=O)Cn2c3ccccc3n3nc(-c4cccs4)nc23)cc1	-76	13
C[C@H]1CN([C@@H](C)CO)C(=O)c2cc(NS(=O)(=O)c3ccc(F)cc3)ccc2O[C@H]1CN(C)C(=O)Nc1ccc(F)cc1	.	1
CC(C)NC(=O)Nc1cccc2c1O[C@H](CN(C)Cc1ccc(Cl)c(Cl)c1)[C@@H](C)CN([C@H](C)CO)C2=O	-1	.
COc1ccc(CN(C)C[C@H]2OCCCC[C@@H](C)Oc3ccc(NC(=O)NC(C)C)cc3C(=O)N([C@H](C)CO)C[C@@H]2C)cc1	.	1
CCNS(=O)(=O)c1ccc(NC(=O)c2cc(-c3ccncc3)nc3c(C)c(Cl)ccc23)cc1	-11	-1
C[C@H]1CN([C@@H](C)CO)C(=O)c2cccc(NC(=O)Nc3ccc4c(c3)OCO4)c2O[C@H]1CN(C)C(=O)NC1CCCCC1	14	.
C[C@H]1CN([C@@H](C)CO)S(=O)(=O)c2ccc(C#Cc3ccncc3)cc2O[C@@H]1CN(C)S(=O)(=O)c1ccccc1	20	.
COc1ccc(C(=O)CSc2nnc(-c3ccco3)n2C)cc1	-10	7

Two entries drawn at random from the list so far, as already listed:
SMILES	mut p53 react	STK33 inh
C[C@H]1CN([C@@H](C)CO)C(=O)c2cccc(NC(=O)Nc3ccc4c(c3)OCO4)c2O[C@H]1CN(C)C(=O)NC1CCCCC1	14	.
CC(C)c1ccc(NC(=O)CSc2nnc(-c3ccccc3Cl)n2C)cc1	-14	3

Going on with the list:
SMILES	mut p53 react	STK33 inh
O=C(CCc1ccc(O)cc1)CC(CCc1ccc(O)cc1)O[C@@H]1OC[C@@H](O)[C@H](O)[C@H]1O (some centres undefined)	15	1
CC(C)(C=O)Cc1cc(C(C)(C)C)c(O)c(C(C)(C)C)c1	15	.
Cc1noc(C)c1NC(=O)Nc1ccc2c(c1)C(=O)N([C@@H](C)CO)C[C@@H](C)[C@H](CN(C)Cc1ccc(C(=O)O)cc1)O2	.	2
Cc1cc(C)c(S(=O)(=O)N(C)CC(=O)Nc2cc(C(F)(F)F)ccc2Cl)c(C)c1	-24	1
Cc1cc(C)cc(NC(=O)CSc2nnc(N)s2)c1	2	0
C[C@@H]1CCCCO[C@@H](CN(C)S(=O)(=O)c2ccccc2)[C@H](C)CN([C@@H](C)CO)C(=O)c2cc(NC(=O)CCC(F)(F)F)ccc2O1	-5	.
Cc1noc(C)c1NC(=O)Nc1ccc2c(c1)C(=O)N([C@@H](C)CO)C[C@H](C)[C@@H](CN(C)Cc1ccc(Oc3ccccc3)cc1)O2	.	0
C[C@H](CO)N1C[C@H](C)[C@H](CN(C)S(=O)(=O)c2cn(C)cn2)Oc2ccc(NC(=O)Nc3cccc4ccccc34)cc2C1=O	2	.
C[C@H](CO)N1C[C@H](C)[C@@H](CN(C)Cc2ccc(C(=O)O)cc2)Oc2c(NC(=O)c3ccncc3)cccc2C1=O	2	.
O=c1cc(Nc2ccc(Cl)cc2)nc(COc2ccccc2)[nH]1	.	3
O=C(C[C@@H]1C[C@@H]2c3cc(NC(=O)c4ccc5c(c4)OCO5)ccc3O[C@@H]2[C@@H](CO)O1)NCc1ccccn1	3	.
C[C@@H]1CN([C@H](C)CO)C(=O)Cc2cc(NC(=O)Cc3ccccc3)ccc2O[C@@H]1CN(C)CC1CC1	10	-1
C[C@@H]1CN([C@H](C)CO)C(=O)Cc2cc(NS(C)(=O)=O)ccc2O[C@@H]1CN(C)Cc1ccc(C(F)(F)F)cc1	-1	-7
Cc1ccc(C(Nc2ccccn2)c2ccc3cccnc3c2O)cc1 (centres undefined)	-19	-3
C[C@H]1CN([C@@H](C)CO)C(=O)Cc2cc(NC(=O)Nc3cccc4ccccc34)ccc2O[C@H]1CN(C)C	.	-1
COc1ccccc1S(=O)(=O)N(C)C[C@@H]1OCc2cn(nn2)CCCC(=O)N([C@H](C)CO)C[C@H]1C	.	0
Cc1c(C(=O)Nc2sc3c(c2C(=O)NC2CCS(=O)(=O)C2)CCCC3)oc2ccccc12 (centres undefined)	-7	1
C[C@@H]1CN([C@@H](C)CO)C(=O)c2cc(NS(C)(=O)=O)ccc2O[C@@H](C)CCCCO[C@H]1CN(C)S(=O)(=O)c1cn(C)cn1	-5	.
CC(C)S(=O)(=O)NCC1CCN(Cc2cccc(OCCO)c2)CC1	.	-5
CS(=O)(=O)N(CC(=O)Nc1ccccc1Br)Cc1ccccc1	0	-4
O=C(O)CCNS(=O)(=O)c1ccc2c(c1)OCCO2	11	2
Cc1c(Cl)cccc1NC(=O)CSc1nnc(-c2ccc([N+](=O)[O-])cc2)n1C	-9	-2
COc1ccc(NC(=O)CSc2nc3c(cc2C#N)CCCCC3)cc1OC	1	1
C[C@@H]1CN([C@H](C)CO)C(=O)Cc2cc(NS(C)(=O)=O)ccc2O[C@@H]1CN(C)S(=O)(=O)c1cn(C)cn1	-4	-2
CC(=O)c1cccc(NC(=O)C(C)N(c2ccc(C)cc2)S(C)(=O)=O)c1 (centres undefined)	1	1

Other structures follow:
SMILES	mut p53 react	STK33 inh
COc1cccc(-c2cnc3c(c2)C(=O)N([C@H](C)CO)C[C@H](C)[C@H](CN(C)S(=O)(=O)c2ccc(F)cc2)O3)c1	.	3
C[C@@H]1CN([C@H](C)CO)C(=O)c2cc(NC(=O)CCN3CCOCC3)ccc2O[C@H]1CN(C)Cc1ccc(Cl)c(Cl)c1	4	.
O=C(CSc1nc2ccc([N+](=O)[O-])cc2s1)Nc1cc(Cl)cc(Cl)c1	19	0
COc1ccc(NC(=O)Nc2cccc3c2O[C@H](CN(C)Cc2ccncc2)[C@@H](C)CN([C@H](C)CO)C3=O)cc1	7	.
CC(C)NC(=O)Nc1ccc2c(c1)CC(=O)N([C@@H](C)CO)C[C@@H](C)[C@@H](CN(C)Cc1ccncc1)O2	.	0
CC(C)NC(=O)Nc1ccc2c(c1)CC(=O)N([C@H](C)CO)C[C@H](C)[C@H](CN(C)S(=O)(=O)c1cccs1)O2	.	1
CC(=O)c1cccc(NC(=O)CN(C)S(=O)(=O)c2ccc(F)cc2)c1	-8	-1
CN(CC(=O)Nc1ccc(Br)cc1F)S(=O)(=O)c1ccc(F)cc1	-4	2
Cc1ccc(NC(=O)CSc2n[nH]c(N)n2)cc1Cl	11	1
CC(=O)OCCN1C(=O)c2c(C)nc3ccc(S(=O)(=O)N4CCOCC4)cc3c2C1=O	-8	.
Cn1c(SCC(=O)Nc2ccc(Oc3ccccc3)cc2)nnc1-c1ccc([N+](=O)[O-])cc1	-10	1
C[C@@H]1CN([C@H](C)CO)C(=O)c2cc(NC(=O)C3CC3)ccc2O[C@H]1CN(C)Cc1ccc2c(c1)OCO2	-7	.
C[C@@H]1CN([C@H](C)CO)C(=O)Cc2cc(NC(=O)Nc3ccc(F)cc3)ccc2O[C@H]1CN(C)Cc1ccccc1	.	-2
C[C@@H]1CN([C@H](C)CO)C(=O)c2cccc(NC(=O)C3CCOCC3)c2O[C@@H]1CN(C)C(=O)Nc1cccc2ccccc12	-8	.
COc1ccc(NC(=O)Nc2ccc3c(c2)C(=O)N([C@H](C)CO)C[C@H](C)[C@@H](CN(C)S(=O)(=O)c2ccc(C)cc2)O3)cc1	-3	.
Cc1ccc(S(=O)(=O)NC2c3cccc4cccc(c34)C2Sc2nnnn2-c2ccccc2)cc1 (centres undefined)	-14	11
C[C@H]1CN([C@@H](C)CO)C(=O)c2cc(NC(=O)Nc3ccc(C(F)(F)F)cc3)ccc2O[C@H]1CN(C)CC1CCCCC1	.	-6
C[C@H]1CN([C@@H](C)CO)C(=O)Cc2cc(N(C)C)ccc2O[C@@H]1CN(C)Cc1ccc(C(F)(F)F)cc1	6	0
Cc1ncc2ccccc2c1C#N	4	3
Cc1cc(N)n(-c2ccc(Oc3ccccc3)cc2S(=O)(=O)O)n1	-2	-5
CCOc1ccccc1-c1nnc(SCC(=O)Nc2ccc(I)cc2)o1	-21	-1
COc1ccc([N+](=O)[O-])cc1NC(=O)CN(c1ccc(I)cc1)S(C)(=O)=O	-16	0
O=C(c1ccccc1Cl)N1CCN(c2ccc([N+](=O)[O-])c(NCc3cccnc3)c2)CC1	-10	-2
Cc1noc(C)c1NC(=O)Nc1ccc2c(c1)CC(=O)N([C@@H](C)CO)C[C@@H](C)[C@@H](CN(C)Cc1ccc(-c3ccccc3)cc1)O2	.	0
Cc1ccc(C)c(NC(=O)CSc2n[nH]c(-c3ccccc3)n2)c1	-8	-6

Additional results follow.
SMILES	mut p53 react	STK33 inh
COc1ccc(NC(=O)c2ccccc2NC(=O)COc2cccc(OC)c2)cc1	13	3
CCn1c(SCC(=O)c2ccccc2)nnc1-c1cc2cc(Br)ccc2o1	7	6
S=C(SCc1ncon1)N1CCSCC1	-2	.
COc1cc(NC(=O)CSc2nnc(-c3ccncc3)o2)cc(OC)c1OC	-10	-2
COc1ccc(S(=O)(=O)N(C)C[C@@H]2Oc3ccc(NC(=O)CCCN(C)C)cc3CC(=O)N([C@H](C)CO)C[C@@H]2C)cc1	13	.
C[C@@H]1CCCCO[C@H](CN(C)S(=O)(=O)c2cccs2)[C@H](C)CN([C@H](C)CO)C(=O)c2cc(N(C)C)ccc2O1	-4	.
CN(CC(=O)Nc1ccccc1C(=O)N1CCCCC1)S(=O)(=O)c1ccc2ccccc2c1	4	0
C[C@@H]1CN([C@@H](C)CO)C(=O)CCCn2cc(nn2)CO[C@@H]1CN(C)Cc1ccc(Cl)c(Cl)c1	1	6
C[C@H](CO)N1C[C@H](C)[C@H](CN(C)Cc2ccc(C(=O)O)cc2)Oc2ccc(NC(=O)Nc3ccccc3)cc2C1=O	.	-1
O=C(O)CN(c1cccc(Br)c1)S(=O)(=O)c1ccccc1	20	-3
COc1cccc(CNCCSc2nnnn2C)c1	-7	3
CC(C)NC(=O)Nc1ccc2c(c1)C(=O)N([C@H](C)CO)C[C@H](C)[C@@H](CN(C)C(=O)C1CCCCC1)OCCCC[C@H](C)O2	3	.

Entries from the list above that contain fluorine (12):
SMILES	mut p53 react	STK33 inh
C[C@@H]1CN([C@@H](C)CO)C(=O)CCCn2cc(nn2)CO[C@H]1CN(C)C(=O)Nc1ccccc1F	15	3
Fc1ccc(N(Cc2nc3ccccc3[nH]2)Cc2nc3ccccc3[nH]2)cc1	-1	1
C[C@H]1CN([C@@H](C)CO)C(=O)c2cc(NS(=O)(=O)c3ccc(F)cc3)ccc2O[C@H]1CN(C)C(=O)Nc1ccc(F)cc1	.	1
Cc1cc(C)c(S(=O)(=O)N(C)CC(=O)Nc2cc(C(F)(F)F)ccc2Cl)c(C)c1	-24	1
C[C@@H]1CCCCO[C@@H](CN(C)S(=O)(=O)c2ccccc2)[C@H](C)CN([C@@H](C)CO)C(=O)c2cc(NC(=O)CCC(F)(F)F)ccc2O1	-5	.
C[C@@H]1CN([C@H](C)CO)C(=O)Cc2cc(NS(C)(=O)=O)ccc2O[C@@H]1CN(C)Cc1ccc(C(F)(F)F)cc1	-1	-7
COc1cccc(-c2cnc3c(c2)C(=O)N([C@H](C)CO)C[C@H](C)[C@H](CN(C)S(=O)(=O)c2ccc(F)cc2)O3)c1	.	3
CC(=O)c1cccc(NC(=O)CN(C)S(=O)(=O)c2ccc(F)cc2)c1	-8	-1
CN(CC(=O)Nc1ccc(Br)cc1F)S(=O)(=O)c1ccc(F)cc1	-4	2
C[C@@H]1CN([C@H](C)CO)C(=O)Cc2cc(NC(=O)Nc3ccc(F)cc3)ccc2O[C@H]1CN(C)Cc1ccccc1	.	-2
C[C@H]1CN([C@@H](C)CO)C(=O)c2cc(NC(=O)Nc3ccc(C(F)(F)F)cc3)ccc2O[C@H]1CN(C)CC1CCCCC1	.	-6
C[C@H]1CN([C@@H](C)CO)C(=O)Cc2cc(N(C)C)ccc2O[C@@H]1CN(C)Cc1ccc(C(F)(F)F)cc1	6	0
